Source: PubChem BioAssay (The Scripps Research Institute Molecular Screening Center)
V1aR counter: counter-screen for oxytocin receptor agonists: human V1a receptor agonists; P37288; CHO-V1R cells, Fluo-8 calcium fluorescence, agonist mode; 0% DMSO, 100% 3 nM vasopressin; activation, % at 3 µM; hit rate 0.25% among 320,000;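 active = activation above the mean activation of all tested compounds plus 3 SD, per screening run, cut at about 20% in these data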;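 note: signal is peak over basal fluorescence ratio across a 100 second FLIPR read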
CHO parental Ca: counter-screen: ATP calcium response change in parental CHO cells; parental CHO-K1, ATP-induced calcium, Fluo-8 fluorescence; inhibition, % at 5.6 µM; hit rate 0.63% among 330,000;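 active = inhibition above that plate's mean sample inhibition plus 3 SD, cut at about 26% in these data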;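 note: 0% = ATP-challenged DMSO wells and 100% = DMSO wells without ATP; some compounds past the cut are filed as inactive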
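Assay system: parental CHO cells; Read-out basis: percent inhibition of ATP-evoked calcium rise, normalized to controls; Benchmarks: ATP and no-ATP DMSO wells; Compound dosing: single nominal dose of 5.6 µM per compound; Signal: Fluo-8 calcium dye fluorescence; Also added: ATP as calcium-mobilizing challenge; Repeats: singlicate.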
CHO-K1 Ca ag: M1 agonist counterscreen hit in parental CHO-K1 cells; Fluo-8 calcium fluorescence; scaled to maximal ATP response, vehicle zero; activation, % at 3 µM; hit rate 0.48% among 360,000; in the data active = activation above about 15%;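 note: untransfected CHO-K1 host cells lacking M1 receptor as counterscreen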
OXTR potentiate: potentiators of human oxytocin receptor; hit rate 0.061% among 320,000; CHO-OTR cells, Fluo-8 calcium fluorescence, potentiator mode; 0% = oxytocin EC15, 100% = EC100; P30559; activation, % at 3 µM;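 active = activation above that plate's cutoff, the mean activation of tested compounds plus 3 SD, cut at about 6.6% in these data, passing the limit was not always enough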;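 note: 100% uses oxytocin at 75 nM as the full agonist control; some results filed as inactive read as strong as hits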
Target sequence (P30559 whole entry, looked up): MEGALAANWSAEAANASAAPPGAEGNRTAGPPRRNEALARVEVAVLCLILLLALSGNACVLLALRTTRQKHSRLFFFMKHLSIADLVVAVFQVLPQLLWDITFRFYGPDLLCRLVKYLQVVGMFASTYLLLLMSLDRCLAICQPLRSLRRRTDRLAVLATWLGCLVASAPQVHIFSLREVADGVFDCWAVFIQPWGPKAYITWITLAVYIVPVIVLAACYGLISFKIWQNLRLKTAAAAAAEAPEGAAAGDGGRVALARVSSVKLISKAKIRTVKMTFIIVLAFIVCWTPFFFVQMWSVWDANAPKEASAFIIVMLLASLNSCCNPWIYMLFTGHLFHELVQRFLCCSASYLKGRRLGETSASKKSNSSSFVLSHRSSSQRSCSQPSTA
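System: human OTR in CHO cells; Also added: sub-maximal oxytocin, roughly EC15; Timing: compound 6 min at room temperature before oxytocin, 100 s read; Technique: Fluo-8 intracellular calcium fluorescence, ex 470-495, em 515-575 nm; Controls: oxytocin EC15 low and EC100 high; Replication: singlicate.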
CHO-K1 Ca PAM: nonselective activator or artifact in parental CHO-K1 calcium assay | ATP EC20, Fluo-8 calcium fluorescence; 0% at ATP EC20, 100% at ATP max | activation, % at 3 µM | hit rate 0.02% among 360,000;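 active = activation above the run cutoff, the mean activation of all test compounds plus 3 SD, cut at about 40% in these data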;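 note: peak over basal fluorescence ratio in a 140 s read after ATP addition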
GPR7 antag: antagonists of human GPR7 (neuropeptides B/W receptor 1); P48145; GPR7-expressing cells, fluorescence antagonist assay; AID 1861; hit rate 1.1% among 290,000; inhibition, % at 4.4 µM; in the data active = inhibition above about 16%, passing the limit was not always enough;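 note: cells stimulated with the agonist NPW; 0% = agonist with vehicle and 100% = vehicle without agonist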
Target sequence (P48145 whole entry, looked up): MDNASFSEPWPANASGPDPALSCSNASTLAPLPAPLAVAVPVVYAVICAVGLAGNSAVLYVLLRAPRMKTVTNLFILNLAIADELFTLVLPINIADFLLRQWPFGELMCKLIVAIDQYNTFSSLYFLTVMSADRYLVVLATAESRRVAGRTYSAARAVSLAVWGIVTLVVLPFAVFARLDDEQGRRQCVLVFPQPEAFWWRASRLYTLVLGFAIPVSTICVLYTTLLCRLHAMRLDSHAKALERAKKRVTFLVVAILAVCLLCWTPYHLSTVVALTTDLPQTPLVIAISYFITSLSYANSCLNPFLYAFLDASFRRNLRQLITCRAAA
OXTR agonist: agonists of human oxytocin receptor | P30559 | CHO-OTR cells, Fluo-8 calcium fluorescence; normalized: DMSO 0%, oxytocin 100% | activation, % at 3 µM | hit rate 0.32% among 320,000 | AID 2435;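 active = activation above the mean of all tested compounds plus 3 SD, cutoff set per screening run, cut at about 20% in these data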;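 note: peak over basal fluorescence ratio from a 100 s FLIPR kinetic read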
CHO-K1 Ca antag: nonselective inhibitor or artifact in parental CHO-K1 cells | inhibition, % at 3 µM | ATP-induced calcium, Fluo-8 fluorescence | hit rate 0.6% among 360,000 | AID 602250;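 active = inhibition above a per-plate cutoff, the plate's mean sample inhibition plus 3 SD, cut at about 24% in these data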;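 note: 0% = DMSO plus EC80 ATP and 100% = DMSO alone without ATP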
TAAR1 antagonist: human TAAR1 antagonism; Q96RJ0; CHO RD-HGA16 TAAR1, Fluo-8 calcium fluorescence, antagonist; inhibition, % at 3 µM; hit rate 1.5% among 360,000; AID 624466;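 active = inhibition above a per-plate cutoff, the mean inhibition of test compounds on that plate plus 3 SD, cut at about 49% in these data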;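 note: 0% = DMSO plus EC80 beta-PEA response and 100% = DMSO alone without agonist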
Target sequence (Q96RJ0 whole entry, looked up): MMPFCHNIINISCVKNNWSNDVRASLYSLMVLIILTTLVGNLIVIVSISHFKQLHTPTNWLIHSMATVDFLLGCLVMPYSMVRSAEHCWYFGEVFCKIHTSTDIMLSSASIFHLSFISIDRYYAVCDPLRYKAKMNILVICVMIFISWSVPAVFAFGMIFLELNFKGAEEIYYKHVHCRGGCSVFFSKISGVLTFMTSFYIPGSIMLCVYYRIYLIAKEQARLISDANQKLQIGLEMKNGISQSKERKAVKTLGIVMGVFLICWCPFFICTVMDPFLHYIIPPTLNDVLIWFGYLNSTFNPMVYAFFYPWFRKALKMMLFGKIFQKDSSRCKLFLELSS
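Material: CHO RD-HGA16 cells bearing hTAAR1; compound dosing: one-point dosing, 3 µM nominal final; schedule: dye loading 75 min at 37 °C, then 30 min room temperature; measured by: calcium fluorescence with Fluo-8; control set: vehicle and agonist controls; replication: n of 1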
* hit, by the source's call; · = not tested or not shown.

SMILES	V1aR counter	CHO parental Ca	CHO-K1 Ca ag	OXTR potentiate	CHO-K1 Ca PAM	GPR7 antag	OXTR agonist	CHO-K1 Ca antag	TAAR1 antagonist
COc1cc(NC(=O)c2ccc(=O)[nH]n2)cc(OC)c1OC	0.8	4	1.4	-9	15	3	0.8	-13	-6
CC(C)C(NC(=O)CN1C(=O)c2ccccc2S1(=O)=O)C(C)C	0.5	-2	0.2	1	7	-2	0.4	-10	7
C=CCn1c(SCC(=O)NCc2ccco2)nnc1C1CCCCC1	-0.5	-19	-0.2	-1	-30	·	-0.2	14	-17
CCn1c(C)c(C(C)=O)c(N2CCN(C(=O)c3ccco3)CC2)nc1=S	0.6	-2	0.4	-6	11	-3	0.1	-21	11
Cc1nnc(SCc2cccs2)[nH]c1=O	-1.3	18	0.4	-7	15	-3	-1.3	-6	-1
Cc1cc(NC(=O)c2cccc(S(=O)(=O)N(C)C)c2)n(-c2ccccn2)n1	0.0	-17	1.5	-11	3	-3	-1.4	-6	42
CCn1c(=O)n(CC)c2cc(NC(=O)CSc3ccc([N+](=O)[O-])cn3)ccc21	0.7	-6	-1.1	-13	-11	20	-1.9	-7	-3
O=C(COc1ccccc1)N=C1SC2CS(=O)(=O)CC2N1c1ccc(F)cc1 (stereo unspecified)	2.0	3	0.3	-13	2	-8	-0.6	-19	7
CCCOC(=O)Nc1ccc(S(=O)(=O)Nn2cnnc2)cc1	0.2	0	0.2	-6	5	-4	0.3	-3	0
COc1cc2c(cc1OC)C(c1cccnc1)CC(=O)N2 (stereo unspecified)	0.7	-5	0.2	-6	15	-10	-0.2	-7	3
CCOc1ccc(S(=O)(=O)NCCC(=O)N2CCCCCCC2)cc1	0.3	-19	2.2	-8	7	·	-1.1	-11	18
COc1ccc(C(=O)Nc2ccnn2C2CCN(Cc3cnn(C)c3)CC2)cc1	0.3	21	0.2	-16	10	5	-0.9	-12	-20
CC(Oc1ccccc1)C(=O)NC1CCN(Cc2ccccc2)CC1 (stereo unspecified)	1.8	-12	2.2	-5	27	-11	1.8	-11	-20
COC(=O)c1ccccc1NC(=O)c1cccnc1	0.4	-7	0.6	-3	18	-12	-1.5	-14	-29
O=C(NCCc1ccccc1)c1ccc(NC2=NC3CS(=O)(=O)CC3S2)cc1 (stereo unspecified)	-0.1	-6	1.2	3	19	9	0.2	-5	1
CCC(C)OC(=O)c1cc(C)nc2c(Br)cc(Br)cc12 (stereo unspecified)	0.1	-7	0.0	-8	-6	-7	0.8	10	-15
Cc1c(CNCCc2ccccc2)c(C(=O)O)c(C)n1-c1ccccc1	0.4	-23	-0.3	-14	-2	-3	1.1	-14	66*
COc1ccc(NC(=O)c2cc3nc(-c4ccccc4)cc(C)n3n2)cc1OC	-0.2	-10	2.2	-13	-11	-9	-0.6	14	10
N#C/C(=C\c1ccc(Cl)cc1)c1nc2ncccc2[nH]1	1.6	-13	0.1	-7	-1	-18	0.3	-4	-10
CCn1cc(Cl)c(C(=O)Nc2cc(C(=O)OC)cc(C(=O)OC)c2)n1	0.2	-6	-0.1	2	2	-2	0.6	13	-7
N#Cc1ccc(OCC(=O)OCC(=O)Nc2cc(C(F)(F)F)ccc2N2CCOCC2)cc1	-1.1	-3	0.2	-12	-14	-6	-1.4	21	1
Clc1ccc2ccc3cccnc3c2n1	·	·	0.2	·	-7	-16	·	5	-3
O=C(CCC1CCCCC1)Nc1ccccc1O	-0.2	3	2.5	-4	18	-7	-0.7	-2	17
COc1ccc([C@@H]2[C@@H]3C(=O)N(C(C)(C)C)C(=O)[C@@H]3[C@]3(Cc4ccc(Cl)cc4)C(=O)N(c4cccc(C)c4)C(=O)N23)cc1	0.1	-22	0.1	-9	10	4	-0.9	-13	8
COc1ccc(NC(=O)CN(C)C(=O)CNC(=O)c2cccs2)cc1	0.5	-6	-0.3	-6	-18	-2	0.2	19	-6

Single records, from the list above:
Listed for O=C(NCCc1ccccc1)c1ccc(NC2=NC3CS(=O)(=O)CC3S2)cc1 (stereo unspecified) : V1aR counter: -0.1; CHO parental Ca: -6; CHO-K1 Ca ag: 1.2; OXTR potentiate: 3; CHO-K1 Ca PAM: 19; GPR7 antag: 9; OXTR agonist: 0.2; CHO-K1 Ca antag: -5; TAAR1 antagonist: 1
Listed for Cc1cc(NC(=O)c2cccc(S(=O)(=O)N(C)C)c2)n(-c2ccccn2)n1 : V1aR counter: 0.0; CHO parental Ca: -17; CHO-K1 Ca ag: 1.5; OXTR potentiate: -11; CHO-K1 Ca PAM: 3; GPR7 antag: -3; OXTR agonist: -1.4; CHO-K1 Ca antag: -6; TAAR1 antagonist: 42

Next section:
SMILES	V1aR counter	CHO parental Ca	CHO-K1 Ca ag	OXTR potentiate	CHO-K1 Ca PAM	GPR7 antag	OXTR agonist	CHO-K1 Ca antag	TAAR1 antagonist
COc1ccc(Br)cc1CN1CCN(C(=O)c2ccc(F)cc2)CC1	-0.7	-22	2.3	-4	22	16	-0.8	-17	3
CC(=O)OC(c1nc2ccccc2c(=O)n1C1CC2(OC1=O)c1ccccc1N1C(=O)C(C)(C)N(O)C12)C(C)C (stereo unspecified)	-1.1	-34	3.0	-2	7	·	-2.3	0	29
O=C1Nc2ncccc2OC1CCCl (stereo unspecified)	0.1	13	0.4	-11	16	-4	6.6	-3	-9
CCc1nc(SCc2cccnc2)[nH]c(=O)c1C	-0.6	-5	0.0	7	-6	2	0.9	-11	-34
CC(=O)N1CCOc2ccc(S(=O)(=O)N3CCC(C(=O)Nc4ccccc4F)CC3)cc21	1.7	-16	6.0	0	16	-12	1.7	-4	4
Cc1ccc(S(=O)(=O)N(C)c2cc(S(=O)(=O)Nc3ccncc3)c(C)cc2C)cc1	-0.5	-13	0.6	-4	24	2	-0.9	-10	-13
CCN(CC)C(=O)C1=C(C)N(Cc2ccccc2)C(=O)C(CC(=O)NC2CCCCC2)C1 (stereo unspecified)	·	·	-0.6	·	4	·	·	-10	-10
CCc1nnc2sc(-c3ccc(NC(=O)CSc4ccc(Cl)cc4)cc3)nn12	0.6	9	0.1	1	14	-8	1.3	-6	4
CCOC(=O)N1CCC(C(=O)Nc2ccc(OCC)cc2)CC1	-0.2	1	0.4	0	6	-9	-0.6	2	-11
CCOC(=O)/C(C#N)=C1\CC2CCC1(C)C2(C)C (stereo unspecified)	0.3	-14	0.2	-2	7	-5	-0.6	-11	-2
CC1Cc2ccccc2N1C(=O)c1ccc2snnc2c1 (stereo unspecified)	0.1	-11	1.3	3	13	-6	-2.5	-25	-1
Cc1ccc(C)c(S(=O)(=O)Nc2ccc(C(=O)N3CCC3)cc2)c1	0.7	-7	1.5	-2	-11	·	5.3	-2	9
O=C(N=C1SC2CS(=O)(=O)CC2N1c1ccc(Br)cc1F)C1CC1 (stereo unspecified)	1.0	-9	0.7	-3	13	-9	0.6	-17	-28
c1ccc(CN2CCN(c3nc(-c4ccccc4)nc4ccccc34)CC2)cc1	2.6	-45	0.1	-6	9	-16	-1.2	-11	8
Cc1nc(C(F)(F)F)ccc1C(=O)N1CCC1(C)C(=O)NS(=O)(=O)c1ccc2c(c1)CCO2 (stereo unspecified)	·	·	0.6	·	14	·	·	-1	-8
Cc1ccc(CSc2nnc3ccc(-c4ccncc4)nn23)cc1	-0.3	-9	0.0	-3	-5	-14	-1.3	3	-33
O=C(COC(=O)c1cc[n+]([O-])cc1)Nc1ccccc1Cl	0.8	-12	0.0	-9	-9	-9	-0.1	2	3
COc1cc(C)c(NC(=O)C(=S)NCCc2ccccc2)cc1C	0.2	-14	1.2	-23	21	-12	-1.4	-9	79*
Cc1ccc(C(C)C)cc1OCC(=O)Nc1ccc(-n2cnnn2)cc1	·	·	1.2	·	-3	·	·	-2	43
O=C(COC(=O)c1ccc2ccccc2n1)Nc1ccccc1F	1.0	-13	0.9	-8	14	·	-0.3	-9	3
Cc1ccc(S(=O)(=O)N2CCCC(C(=O)N3CCCc4ccccc43)C2)cc1 (stereo unspecified)	0.7	-12	0.0	-6	13	-16	-0.1	-5	-4
CCC(C)(C(=O)NC1CCCCC1)N(Cc1ccco1)C(=O)c1ccc2c(c1)OCO2 (stereo unspecified)	-0.6	-16	1.1	-4	1	34*	-0.1	-11	5
Cc1cccc(NC(=O)c2ccccc2-c2ccccc2)c1	-1.4	-4	0.2	-4	-5	-10	-1.4	18	-2
Cc1noc(C)c1COC(=O)COc1cccc2c1OC(C)(C)C2	-0.4	-22	1.6	-6	24	-9	-0.9	-11	-9
NS(=O)(=O)c1ccc(NN=C2CCCCC2)c([N+](=O)[O-])c1	6.2	17	-0.1	-11	-4	-7	4.9	7	6

(more compounds)
SMILES	V1aR counter	CHO parental Ca	CHO-K1 Ca ag	OXTR potentiate	CHO-K1 Ca PAM	GPR7 antag	OXTR agonist	CHO-K1 Ca antag	TAAR1 antagonist
C=CC(=O)N=c1sc2ccccc2n1-c1ccccc1	-1.5	-40	1.5	-9	12	1	-2.9	-4	10
Cc1ccccc1OCC(=O)O/N=C(\N)c1ccncc1	3.0	-5	1.6	-11	-16	17	2.0	-8	-9
COc1ccc(C(=O)N(CC2CCCO2)C(C(=O)NC2CCCC2)c2ccc(Cl)cc2)cc1OC (stereo unspecified)	-0.3	-14	0.8	5	23	-14	-0.9	-4	5
CCCn1c(Cc2ccccc2)nnc1SC(C)C(=O)NC1CC1 (stereo unspecified)	-0.4	-11	0.6	0	19	·	0.3	-21	8
CCc1ccc(C(=O)NCC2COc3ccccc3O2)o1 (stereo unspecified)	-0.2	-12	0.3	-2	17	-5	-1.7	-9	-2
c1coc(C2Nc3ccccc3-c3nc4ccccc4n32)c1 (stereo unspecified)	2.2	-14	1.4	-5	3	-16	1.6	-8	34
COC(=O)c1ccc(C(=O)OC)c(NC(=O)Cc2cccs2)c1	·	·	-0.3	·	-15	·	·	7	-17
O=c1oc2cc(O)ccc2c2ccccc12	0.8	3	-0.2	-4	12	6	1.9	-3	23
C/C(=N\NC(=O)c1ccc(-c2ccccc2)cc1)C1C(=O)c2ccccc2C1=O	4.1	8	5.8	-16	12	1	4.9	-15	-18
Cc1ccc(N=Nc2c(N)nn(-c3ccccc3)c2N)cc1	-1.8	-14	-0.5	-7	10	4	-2.8	1	9
COc1ccccc1N1CCN(C(c2cccs2)C(C)NC(=O)c2cccs2)CC1 (stereo unspecified)	-0.9	-9	2.3	-8	23	-8	-1.9	-14	11
Clc1ccc(/C=C\c2nccc3c2[nH]c2ccccc23)cc1	·	·	-0.1	·	20	-11	·	-20	14
COc1cc(OC)cc(-c2c(-c3cccs3)c3cc(-c4ccc(CN5CCOCC5)cc4)ccc3n2C)c1	0.7	-15	0.1	0	2	·	2.3	-4	8
COc1ccc(Oc2nnnn2-c2ccccc2)cc1	-0.1	3	0.7	-10	23	9	-0.7	-8	9
